Vif-APOBEC3G blk: inhibitors of Vif-APOBEC3G interaction; Q9HC16; HeLa A3G-eYFP + Vif (tagged APOBEC3G with the HIV-1 protein that degrades it), YFP fluorescence, overnight; Potency, µM (highest dose often 46.1 µM), for the others: top-dose activity, negative = active, hits mostly inhibitors; actives 0.076% (n = 410,000);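 note: potency is the fitted concentration of half-maximal effect; % is set by controls: 0 for no effect and ±100 for the full control effect; nearly all actives have a fitted effect of over 60% in size; hits raise eYFP signal because A3G escapes Vif-driven loss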
Target sequence (Q9HC16 whole entry, looked up): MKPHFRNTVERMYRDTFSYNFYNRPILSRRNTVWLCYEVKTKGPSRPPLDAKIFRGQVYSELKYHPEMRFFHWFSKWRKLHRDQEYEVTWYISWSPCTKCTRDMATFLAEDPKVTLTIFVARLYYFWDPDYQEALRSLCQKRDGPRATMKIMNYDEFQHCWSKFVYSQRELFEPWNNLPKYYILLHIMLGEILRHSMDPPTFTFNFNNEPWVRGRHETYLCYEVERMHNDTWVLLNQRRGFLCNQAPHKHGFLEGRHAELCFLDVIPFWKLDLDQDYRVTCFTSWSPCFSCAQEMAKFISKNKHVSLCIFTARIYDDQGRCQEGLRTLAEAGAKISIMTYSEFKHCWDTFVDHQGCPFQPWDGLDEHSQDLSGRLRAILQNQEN
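Read-out is eYFP fluorescence (Ex 488/Em 500-530) from Vif-expressing HeLa A3G-eYFP cells; more signal means A3G escaped Vif-mediated degradation. Cells plated overnight, compound pinned in, incubated overnight at 37 deg C.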
TrxR1 substrate: is turned over as a substrate by rat TrxR1; O89049; purified TrxR1 substrate turnover, NADPH consumption readout; Potency, µM (series often up to 114 µM), for inactives: top-dose activity change, negative = substrate turnover; actives 0.01% (n = 390,000); note: potency is the fitted concentration of half-maximal effect; % is set by controls: 0 for no effect and ±100 for the full control effect; nearly all actives have a fitted effect of over 50% in size
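Rat TrxR1, dispensed at 90 nM, was prereduced with 400 uM NADPH (final) for 5 min at ~22 deg C, then incubated with compound 15 min before 400 uM selenite. A first-read NADPH fluorescence drop versus no-compound background flagged substrates.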
USP1 inh: inhibitors of human USP1/UAF1 deubiquitinase; recombinant USP1/UAF1, Ub-Rhodamine cleavage fluorescence; Potency, µM (top dose mostly 57.1 µM), for inactives: at the highest dose activity change, negative = inhibition, most hits filed as inhibitors; actives 0.23% (n = 390,000); AID 743255; note: potency is the fitted concentration of half-maximal effect; % is set by controls: 0 for no effect and ±100 for the full control effect; nearly all actives have a fitted effect of over 60% in size; inactives centre near -12
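In this screen, compounds sit with the deubiquitinase complex (1nM) for 15 min at room temperature before Ub-Rho is added at 150nM final. Fluorescence rise is then followed for 6 reads every 60 seconds.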
GRP78 ERSR act: ER stress response induction in glioma; Potency, µM, inactives show at the highest dose activation, actives largely listed as activators; actives 0.02% (n = 420,000); U87-MG GRP78 promoter luciferase reporter, 16 h; AID 602332; note: potency is the fitted concentration of half-maximal effect; series mostly up to about 76 µM; % of control where 0% means no effect; nearly all actives have a fitted effect of over 35% in size
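Stably transfected U87-MG glioma cells carrying a GRP78-based luciferase sensor; 16 h compound incubation. Luminescence end-point read 10 min after Bright-Glo addition at room temperature.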
IDH1 R132H inh: human IDH1 R132H inhibition. O75874. IDH1-R132H enzyme, NADPH consumption, diaphorase/resazurin fluorescence. Potency, µM (highest dose often 76.6 µM), for inactives: at the highest dose activity change, negative = inhibition, hits mostly inhibitors. actives 0.093% (n = 390,000); note: potency is the fitted concentration of half-maximal effect; % is set by controls: 0 for no effect and ±100 for the full control effect; nearly all actives have a fitted effect of over 65% in size
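IDH1-R132H (0.5 ug/mL dispensed) in pH 7.5 Tris buffer was preincubated 30 min with compound, then given a substrate mix of 0.016 mM NADPH and 2 mM alpha-KG for 80 min at room temperature; remaining NADPH was read by diaphorase/resazurin fluorescence.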
Vif-A3F inh: inhibitors of Vif-A3F interaction | HeLa A3F-eYFP + Vif (tagged APOBEC3F with the HIV-1 protein that degrades it), YFP fluorescence increase | Potency, µM (top dose mostly 46.1 µM), for inactives: top-dose activity, negative = active | actives 0.2% (n = 390,000) | AID 602313; note: potency is the fitted concentration of half-maximal effect; % of control where 0% means no effect; nearly all actives have a fitted effect of over 65% in size
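HeLa cells stably expressing Vif plus C-terminally eYFP-tagged A3F were seeded, incubated overnight at 37 deg C, dosed with compound, incubated overnight again at 37 deg C. Yellow fluorescence (Ex 488/Em 500-530) reported blocked Vif-mediated A3F-eYFP degradation.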
PI4K2A block: blocks human PI4K2A kinase activity; Q9BTU6; purified PI4K2A, ADP-Glo luminescence, 1 h; hits give low values; activity change, negative = inhibition, % at 76.9 µM; actives 0.13% (n = 420,000); in the data active = activity change below about -50%; inconclusive = mostly about -30% to -49%;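 note: -100% = wells without enzyme as full effect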
Target sequence (Q9BTU6 whole entry, looked up): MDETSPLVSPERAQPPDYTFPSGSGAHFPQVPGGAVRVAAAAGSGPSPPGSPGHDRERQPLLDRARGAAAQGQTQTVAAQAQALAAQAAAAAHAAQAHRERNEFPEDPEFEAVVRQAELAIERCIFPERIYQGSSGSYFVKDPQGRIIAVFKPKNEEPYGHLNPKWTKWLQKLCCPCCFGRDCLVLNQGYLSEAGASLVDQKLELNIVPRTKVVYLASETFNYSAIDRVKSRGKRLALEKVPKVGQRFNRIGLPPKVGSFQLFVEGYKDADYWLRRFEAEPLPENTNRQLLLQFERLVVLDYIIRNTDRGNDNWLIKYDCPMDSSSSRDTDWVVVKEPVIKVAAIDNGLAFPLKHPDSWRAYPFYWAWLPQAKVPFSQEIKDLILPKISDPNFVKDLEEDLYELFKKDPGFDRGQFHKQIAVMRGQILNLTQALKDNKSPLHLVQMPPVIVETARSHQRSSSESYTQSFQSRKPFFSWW
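In this quantitative HTS, ADP production by PI4K2A was quantified luminescently after 1 h at ambient temperature; 100 microM adenosine served as plate-quality control.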
RXFP1 ag: RXFP1 (human) receptor agonism; Q9HBX9; HEK293T-RXFP1 cAMP TR-FRET, 30 min; response scale: percent of porcine relaxin response, buffer zero; Potency, µM (titrated, usually from 57.5 µM), for inactives: top-dose activation, most hits filed as activators; actives 0.3% (n = 370,000); AID 2676; note: potency is the fitted concentration of half-maximal effect; % is set by controls: 0 for no effect and ±100 for the full control effect; nearly all actives have a fitted effect of over 60% in size; many of its hits are not listed in these tables
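HEK293 cells stably expressing RXFP1, treated 30 min at 37C with compounds plus PDE4 inhibitor Ro 20174; cAMP measured by HTRF TR-FRET. Normalized to buffer and 29 nM porcine relaxin; EC50 by Hill fit.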
LDHA inh: blocks human lactate dehydrogenase A; P00338; purified LDHA, NADH/diaphorase-resazurin fluorescence; hits give low values; activity change, % (values are at about 110 or 230 µM); actives 0.15% (n = 480,000); AID 1347041; in the data active = activity change below about -30%; inconclusive = mostly about -25% to -30%;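 note: plate controls were DMSO wells for no effect and wells without enzyme for full effect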
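Human LDH5 (2 nM) was incubated with 0.06 mM NADH and 0.2 mM pyruvate for 5 min at room temperature in Tris pH 7.4. Remaining NADH was coupled through diaphorase/resazurin, and resorufin fluorescence was read at 0 and 20 min.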
* hit, by the source's call; & = joins results of further samples; [ ] = dose if it differs, or a comment. Unless noted, calls come from the whole dose curve; as a rule, active = well fitted curve in the direction sought with a large enough effect; inconclusive = small, poorly fitted or top-dose-only effect, or another doubt; inactive = no such curve, though single readings can be large; an effect the other way counts as inactive or inconclusive. An excerpt (hit frequency here may not be typical).

Screening COc1cccc(C2CC(c3c(F)cccc3Cl)n3nc(N)nc3N2)c1 (configuration not stated) returned Vif-APOBEC3G blk -7%, TrxR1 substrate 9%[57.1 µM], USP1 inh -4%, GRP78 ERSR act -5%, IDH1 R132H inh 0%, Vif-A3F inh -6%, PI4K2A block 8, RXFP1 ag 0.2% and LDHA inh -5.
COc1ccc(N(CC(=O)N/N=C/c2ccc(OC)c(OC)c2)S(=O)(=O)c2ccccc2)cc1 was read as Vif-APOBEC3G blk -5%, TrxR1 substrate 1%, USP1 inh -22%, GRP78 ERSR act -1%, IDH1 R132H inh 0%, Vif-A3F inh 1%, PI4K2A block 2, RXFP1 ag -0.8% and LDHA inh 2.
Cc1onc(-c2ccccc2Cl)c1C(=O)Nc1ccccc1O was read as Vif-APOBEC3G blk -1%, TrxR1 substrate 3%, USP1 inh -7%, GRP78 ERSR act 1%, IDH1 R132H inh 1%, Vif-A3F inh 7%, PI4K2A block -1, RXFP1 ag 2.3% and LDHA inh -5.
For CCOc1ccc(NC(=O)N2CCC(N3CCCCC3)CC2)cc1 the results were Vif-APOBEC3G blk 3%, TrxR1 substrate -3%, USP1 inh 0%, GRP78 ERSR act -4%, IDH1 R132H inh -8%, Vif-A3F inh 1%, PI4K2A block 3, RXFP1 ag 0.5% and LDHA inh 3.
`CC(C)(C)NC(=O)C(c1ccc(F)cc1)N(Cc1ccco1)C(=O)CCC(=O)Nc1ccccn1` (configuration not stated) gave Vif-APOBEC3G blk 0%, TrxR1 substrate 4%[57.1 µM], USP1 inh -15%, GRP78 ERSR act 0%, IDH1 R132H inh -2%, Vif-A3F inh -16%, PI4K2A block 2, RXFP1 ag -1.5% and LDHA inh -9.
For O=C(N[C@@H](c1ccccc1)[C@H](O)c1ccccc1)[C@@H]1CCCN1C(=O)OCc1ccccc1 the results were Vif-APOBEC3G blk 6%&4%, TrxR1 substrate 0%&-5%, USP1 inh -25%, GRP78 ERSR act -6%&-2%, IDH1 R132H inh -1%, Vif-A3F inh -3%, PI4K2A block -3 and LDHA inh -8.
`OC(COCC1COc2ccccc2O1)CN1CCN(c2ccc(F)cc2)CC1` (configuration not stated) gave Vif-APOBEC3G blk 1%, TrxR1 substrate -8%, USP1 inh -10%, GRP78 ERSR act -4%, IDH1 R132H inh 12%, Vif-A3F inh 5%, PI4K2A block -4, RXFP1 ag 0.6% and LDHA inh -8.
O=C(NCc1ccncc1)C(=O)NCC(c1ccco1)N1CCN(c2ccc(F)cc2)CC1 (configuration not stated) was read as Vif-APOBEC3G blk 0%, TrxR1 substrate -11%, USP1 inh 0%, GRP78 ERSR act -2%, IDH1 R132H inh 5%, Vif-A3F inh -4%, PI4K2A block -1, RXFP1 ag 0.0% and LDHA inh 0.
Cc1cccc(NC(=O)c2cc([N+](=O)[O-])ccc2N2CCOCC2)c1C was read as Vif-APOBEC3G blk -2%, USP1 inh -16%, GRP78 ERSR act -4%, IDH1 R132H inh 19%, Vif-A3F inh -4%, PI4K2A block 1 and LDHA inh 1.
`Cc1c(C(=O)NCc2cccc([N+](=O)[O-])c2)sc(=O)n1Cc1ccc(C(C)C)cc1` gave Vif-APOBEC3G blk -2%, GRP78 ERSR act -2%, PI4K2A block -3 and LDHA inh -7.
COc1ccc(NC(=O)CN(c2ccccc2OC)S(C)(=O)=O)c(OC)c1 was read as Vif-APOBEC3G blk -2%, TrxR1 substrate 13%, USP1 inh inconclusive, GRP78 ERSR act -1%, IDH1 R132H inh -5%, Vif-A3F inh 5%, PI4K2A block -3, RXFP1 ag 1.7% and LDHA inh -1.
Screening CC(C)(O)C#Cc1ccc([C@@H]2C[C@H]3CN(c4ccccc4)C(=O)[C@]34CCCN24)s1 returned Vif-APOBEC3G blk inconclusive, TrxR1 substrate -10%, USP1 inh -23%, GRP78 ERSR act -2%, IDH1 R132H inh 0%, Vif-A3F inh -1%, PI4K2A block -7, RXFP1 ag 0.8% and LDHA inh -1.

The last 4 records of the part above come first, to join the parts.
Cc1cccc(NC(=O)c2cc([N+](=O)[O-])ccc2N2CCOCC2)c1C was read as Vif-APOBEC3G blk -2%, USP1 inh -16%, GRP78 ERSR act -4%, IDH1 R132H inh 19%, Vif-A3F inh -4%, PI4K2A block 1 and LDHA inh 1.
`Cc1c(C(=O)NCc2cccc([N+](=O)[O-])c2)sc(=O)n1Cc1ccc(C(C)C)cc1` gave Vif-APOBEC3G blk -2%, GRP78 ERSR act -2%, PI4K2A block -3 and LDHA inh -7.
COc1ccc(NC(=O)CN(c2ccccc2OC)S(C)(=O)=O)c(OC)c1 was read as Vif-APOBEC3G blk -2%, TrxR1 substrate 13%, USP1 inh inconclusive, GRP78 ERSR act -1%, IDH1 R132H inh -5%, Vif-A3F inh 5%, PI4K2A block -3, RXFP1 ag 1.7% and LDHA inh -1.
Screening CC(C)(O)C#Cc1ccc([C@@H]2C[C@H]3CN(c4ccccc4)C(=O)[C@]34CCCN24)s1 returned Vif-APOBEC3G blk inconclusive, TrxR1 substrate -10%, USP1 inh -23%, GRP78 ERSR act -2%, IDH1 R132H inh 0%, Vif-A3F inh -1%, PI4K2A block -7, RXFP1 ag 0.8% and LDHA inh -1.
For O=C(Nc1cccc(-c2cn3ccccc3n2)c1)c1cccc(Cl)c1 the results were Vif-APOBEC3G blk inconclusive, TrxR1 substrate 28%, USP1 inh -9%, GRP78 ERSR act -9%, IDH1 R132H inh 5%, Vif-A3F inh -21%, PI4K2A block 3, RXFP1 ag 1.8% and LDHA inh -14.
Screening COCCN(C(=O)CSc1ccc2c(c1)OCCO2)c1c(N)n(CC(C)C)c(=O)[nH]c1=O returned Vif-APOBEC3G blk 2%, TrxR1 substrate 3%, USP1 inh -6%, GRP78 ERSR act -1%, IDH1 R132H inh 2%, Vif-A3F inh -17%, PI4K2A block 9 and LDHA inh -10.
Screening COc1ccc(/C=C/C2=NC(=C\N(C)C)/C(=O)O2)cc1 returned Vif-APOBEC3G blk -4%, TrxR1 substrate 6%, USP1 inh -14%, GRP78 ERSR act 5%, IDH1 R132H inh 11%, PI4K2A block 2, RXFP1 ag -1.8% and LDHA inh -6.
`Cc1c(NC(=O)CSc2nnc(-c3ccncc3)o2)c(=O)n(-c2ccccc2)n1C` gave Vif-APOBEC3G blk -2%, TrxR1 substrate 4%, USP1 inh -6%, GRP78 ERSR act -5%, IDH1 R132H inh 2%, Vif-A3F inh inconclusive, PI4K2A block -4, RXFP1 ag 1.6% and LDHA inh -1.
For Cc1cc(C)n2nc(CNS(=O)(=O)c3ccc(C)c(C)c3)nc2n1 the results were Vif-APOBEC3G blk 5%&2%, TrxR1 substrate 6%[57.1 µM], USP1 inh -9%&-5%, GRP78 ERSR act -3%&-1%, IDH1 R132H inh 5%&-12%, Vif-A3F inh 6%&-1%, PI4K2A block -3&0, RXFP1 ag 2.7%&0.0% and LDHA inh -3&-2.
Screening NC(=O)c1cccc2c1C(=O)N(C1CCCCC1)C2 returned Vif-APOBEC3G blk 0%, TrxR1 substrate 6%[57.1 µM], USP1 inh 0%, GRP78 ERSR act -3%, IDH1 R132H inh -3%, Vif-A3F inh 0%, PI4K2A block -2, RXFP1 ag 2.6% and LDHA inh -7.
Screening Cc1ccnc(NC(=O)C2CCN(S(=O)(=O)c3ccc(Cl)c(C(F)(F)F)c3)CC2)c1 returned Vif-APOBEC3G blk 3%, TrxR1 substrate -6%, USP1 inh -10%, GRP78 ERSR act -2%, IDH1 R132H inh -1%, Vif-A3F inh -4%, PI4K2A block 6, RXFP1 ag -0.4% and LDHA inh -13.
For CC(=O)N1c2ccc(S(=O)(=O)N3CCC(C(=O)NC(C)c4ccccc4)CC3)cc2CC1C (configuration not stated) the results were Vif-APOBEC3G blk 1%, TrxR1 substrate 2%, USP1 inh inconclusive, GRP78 ERSR act -6%, IDH1 R132H inh 10%, Vif-A3F inh -14%, PI4K2A block -6, RXFP1 ag 0.3% and LDHA inh 9.
Screening O=C(COC(=O)c1ccc(Br)o1)Nc1ncc(Cl)cc1Cl returned Vif-APOBEC3G blk 1%, TrxR1 substrate -4%, USP1 inh -16%, GRP78 ERSR act -3%, IDH1 R132H inh -4%, Vif-A3F inh -2%, PI4K2A block -1, RXFP1 ag 0.6% and LDHA inh -3.
COc1ccccc1NC(=O)C1=C(C)NC2=C(C(=O)CCC2)C1c1ccc(C)o1 (configuration not stated) was read as Vif-APOBEC3G blk 0%, TrxR1 substrate -10%, USP1 inh -16%, GRP78 ERSR act -3%, IDH1 R132H inh 0%, Vif-A3F inh -7%, PI4K2A block 0, RXFP1 ag 0.8% and LDHA inh 2.
For CCC(Sc1nc2ccsc2c(=O)n1Cc1ccc(C(=O)O)cc1)C(=O)Nc1ccc(Cl)cc1 (configuration not stated) the results were Vif-APOBEC3G blk -4%, USP1 inh -23%, GRP78 ERSR act 0%, IDH1 R132H inh inconclusive, Vif-A3F inh 4%, PI4K2A block -1 and LDHA inh 4.

Assay outcomes deposited in PubChem BioAssay by National Center for Advancing Translational Sciences (NCATS).
